SIAE inh – human SIAE inhibition, primary screen; Q9HAT2; SIAE FP-Rh probe binding, fluorescence polarization; inhibition, % at 9.66 µM; 370,000 tested, 0.69% active; AID 1053197;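 active = inhibition above a cutoff: mean of compounds within the control limits plus 3 SD of those, cut at about 17% in these data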;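 also: 0% = plate median of compound wells and 100% = probe without SIAE protein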
UHRF1 binding – human UHRF1 methylated DNA binding inhibitors; 370,000 tested, 0.75% active; inhibition, % at 4.4 µM; UHRF1 binding to methylated oligo, TR-FRET; in the data active = inhibition above about 21%;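 also: UHRF1 SRA domain binding a hemimethylated CpG hairpin DNA probe; 0% = median of test compound wells and 100% = reference inhibitor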
NPR2 activator – GC-B (human) receptor activation | P20594 | HEK293-GC-B cells, CNP EC30, cGMP TR-FRET; 0% at EC30 CNP, 100% saturating CNP | activation, % at 10 µM | 370,000 tested, 0.11% active;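 active = activation at 10 µM reaching about 35% in either raw or pattern-adjusted values, limit read from the data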
ABHD4 inh – inhibitors of mouse ABHD4 | inhibition, % at 8.92 µM | 370,000 tested, 0.54% active | AID 720543 | purified mABHD4, FP-Rh probe fluorescence polarization | Q8VD66;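 active = inhibition exceeding the mean over every tested compound plus 3 SD, cut at about 30% in these data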;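 also: 0% = plate median of compound wells and 100% = S159A mutant with DMSO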
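Assay system: Wild-type mouse ABHD4 protein | Medium: HEPES pH 7.0 buffer, 150 mM NaCl, 0.01% Pluronic F-127 | Incubation: Enzyme–compound pre-incubation 45 min, then probe 60 min, both 25 °C | Technique: Fluorescence polarization with parallel and perpendicular emission, 525/598 nm | Evaluation: % inhibition of FP-Rh probe binding versus controls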
NPR1 activator – GC-A (human) enzyme activation; P16066; HEK293 GC-A cells, cGMP TR-FRET, EC30 ANP; 0% at EC30 ANP, 100% saturating ANP; activation, % at 10 µM; 370,000 tested, 0.14% active; AID 1671463; in the data active = activation above about 40%
TCR CD3 inh – human TCR-CD3 binding inhibition; TAMRA-labeled TCR probe fluorescence, biochemical; inhibition, % at 9.4 µM; 360,000 tested, 0.37% active; AID 651800; in the data active = inhibition above about 19%;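 also: recombinant mutant TCR 2C K166C tagged with TAMRA read by polarization; 0% = receptor in buffer alone and 100% = receptor with positive control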
MBD2 DNA inh – inhibitors of human MBD2 binding to methylated oligonucleotide; 370,000 tested, 0.31% active; inhibition, % at 4.4 µM; Q9UBB5; TR-FRET; AID 686964; in the data active = inhibition above about 13%
PRMT1 inh – PRMT1 (human) inhibition, primary screen; recombinant PRMT1, activity-based probe fluorescence polarization; Q99873; 370,000 tested, 1.3% active; inhibition, % at 2.79 µM;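 active = inhibition above about 21% made by adding two undisclosed values, limit read from the data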
Target sequence (Q99873 whole entry, looked up): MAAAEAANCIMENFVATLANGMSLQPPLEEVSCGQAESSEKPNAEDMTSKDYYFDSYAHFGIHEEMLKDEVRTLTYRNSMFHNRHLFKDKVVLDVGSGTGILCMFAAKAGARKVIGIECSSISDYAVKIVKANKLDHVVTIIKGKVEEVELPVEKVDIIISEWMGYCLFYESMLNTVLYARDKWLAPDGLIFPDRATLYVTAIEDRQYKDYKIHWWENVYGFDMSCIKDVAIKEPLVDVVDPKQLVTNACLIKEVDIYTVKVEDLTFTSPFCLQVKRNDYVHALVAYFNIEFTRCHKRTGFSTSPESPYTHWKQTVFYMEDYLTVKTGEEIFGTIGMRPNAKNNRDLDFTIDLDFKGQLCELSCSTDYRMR
HTRA1 inhibitor – HTRA1 (human) protease inhibition; 340,000 tested, 0.5% active; AID 504803; Q92743; inhibition, % at 5.96 µM; recombinant HTRA1, FP-rhodamine activity-based probe, fluorescence polarization; in the data active = inhibition above about 36%;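 also: 0% = enzyme with DMSO and 100% = wells lacking enzyme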
Target sequence (Q92743 whole entry, looked up): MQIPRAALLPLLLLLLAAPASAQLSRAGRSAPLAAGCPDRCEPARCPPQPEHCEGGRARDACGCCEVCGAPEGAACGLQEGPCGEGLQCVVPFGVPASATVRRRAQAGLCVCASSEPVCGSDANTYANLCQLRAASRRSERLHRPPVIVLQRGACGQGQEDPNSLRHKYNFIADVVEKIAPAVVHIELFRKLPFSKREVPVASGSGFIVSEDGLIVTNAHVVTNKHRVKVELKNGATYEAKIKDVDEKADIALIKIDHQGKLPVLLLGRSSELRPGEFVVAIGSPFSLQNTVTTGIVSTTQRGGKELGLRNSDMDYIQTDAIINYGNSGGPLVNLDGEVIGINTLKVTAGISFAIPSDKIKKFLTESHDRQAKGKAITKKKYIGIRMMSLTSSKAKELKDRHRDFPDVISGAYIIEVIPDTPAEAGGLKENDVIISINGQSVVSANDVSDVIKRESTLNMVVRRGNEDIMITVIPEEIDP
rCAG RNA binder – binds r(CAG) RNA repeats. r(CAG) RNA repeat, TO-PRO-1 dye displacement fluorescence. inhibition, % at 3 µM. 370,000 tested, 1.3% active;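 active = inhibition above the plate cutoff, the mean of all test compounds on that plate plus 3 SD, cut at about 35% in these data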;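 also: 0% = DMSO alone and 100% = 100 µM mitoxantrone as full dye displacement; higher means more dye released from RNA so lower well fluorescence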
An asterisk follows results filed as active; . = no result given.

SMILES	SIAE inh	UHRF1 binding	NPR2 activator	ABHD4 inh	NPR1 activator	TCR CD3 inh	MBD2 DNA inh	PRMT1 inh	HTRA1 inhibitor	rCAG RNA binder
CC1=C(C(=O)N2CCOCC2)CC(CC(=O)NC2CCCC2)C(=O)N1Cc1ccc(C(C)(C)C)cc1 (stereo not given)	-4	-1	-2	-2	0	-4	1	-1	8	-2
Cc1ccc(C(=O)NNC(=O)C2CCN(Cc3ccc(Cl)c(Cl)c3)CC2)cc1	-1	-2	-6	8	0	-2	0	-4	-2	3
CC(C)OC(=O)CC12CN(C)CC(CC(=O)OC(C)C)(CN(C)C1)C2=O	2	2	-15	6	-10	-1	1	7	0	-1
COc1ccc(-n2nc3c(c2NC(=O)C2CCCC2)CS(=O)C3)cc1 (stereo not given)	5	1	1	-3	1	-4	1	-1	-4	2
CCCOc1cccc(C2/C(=C(\O)c3ccc4c(c3)OCCO4)C(=O)C(=O)N2CCCn2ccnc2)c1 (stereo not given)	-1	-4	1	7	4	3	-3	-1	2	2
OC(COCCC12CC3CC(CC(C3)C1)C2)CN1CCCCC1 (stereo not given)	-2	-2	-4	3	-2	3	1	-2	7	-5
CCOC(=O)c1ccc(NC(=O)c2nc[nH]c2C(=O)N[C@H](C)CO)cc1	-3	-1	-3	-2	1	0	-3	-5	-8	2
O=C1Nc2ccccc2/C1=C/c1cnc(-c2ccccc2)[nH]1	-46	-2	-11	4	-6	5	3	2	-13	-4
COc1ccc(N2C(=O)C3CCCN3C2c2ccc(Cl)cc2)cc1 (stereo not given)	2	1	-9	-5	-10	0	-1	3	12	0
O=C(Nc1ccccc1C(=O)Nc1ccccc1)c1ccco1	3	1	3	-4	-1	8	2	-8	-3	-4
O=C(N/N=C/c1ccc(OCc2cnc(Cl)s2)cc1)c1ccncc1	-11	0	-4	-7	1	1	4	3	0	0
Cc1nnc(N/N=C/c2c[nH]c3ccccc23)[nH]c1=O	14	-2	-2	6	-8	-5	-7	-7	2	7
CCOP(=O)(NC12CC3CC(CC(C3)C1)C2)NC12CC3CC(CC(C3)C1)C2	6	0	5	-1	5	5	3	-2	7	-1
Cc1nc2ccc([N+](=O)[O-])cc2[nH]1	0	-1	2	-2	0	4	0	-7	8	-1
COc1cc(/C=N/NC(=O)c2ccc3ccccc3c2)ccc1Oc1ccc([N+](=O)[O-])cn1	-65	-3	-2	-37	-1	6	2	1	-40	11
CCOC(=O)CSc1nc(N)c2c3c(sc2n1)CCCC3	0	3	-2	-4	-4	8	-1	1	-15	0
Cn1c(O)c(N=NC(=O)CNC(=O)c2ccco2)c2ccccc21	1	-5	2	-7	-2	3	-7	-3	10	4
O=C(Nc1cccc(S(=O)(=O)N2CCCCC2)c1)c1ccc(OCC2CCCO2)cc1 (stereo not given)	7	-1	1	-1	2	4	2	-6	-9	-4
Cc1cc(C)cc(NC(=O)C(OC(=O)c2ccc([N+](=O)[O-])o2)c2ccccc2)c1 (stereo not given)	11	-3	-28	-8	-29	7	-5	-1	-21	13
C[C@@H]1CN([C@@H](C)CO)C(=O)CCCn2cc(nn2)CO[C@H]1CN(C)C(=O)Nc1cccc(F)c1	10	0	1	2	2	-2	-7	-2	.	-1
O=C1CC(C(=O)Nc2cccc(F)c2)n2ncnc2N1 (stereo not given)	-1	-4	-2	-3	5	-2	-4	-4	1	4
Cc1nc2ccc(NC(=O)c3ccc4ccccc4n3)cc2s1	-12	1	-2	0	1	7	-3	-2	-6	1
COc1ccccc1N1CCN(C(=O)CCNS(=O)(=O)c2ccc(Br)s2)CC1	0	3	-5	-6	-3	3	-6	0	7	-4
CC(C)(C)c1nnc(NC(=O)C2CC(=O)N(CCc3ccc(F)cc3)C2)s1 (stereo not given)	3	7	4	-5	-2	-8	2	9	0	-3
Cc1ccc(C(=O)c2coc3ccc(O)c(Cl)c23)cc1	1	-1	-1	-21	0	1	0	3	-8	1
CC1CCN(c2ccc(-c3cccc(NC(=O)C(F)(F)F)c3)nn2)CC1	2	1	-1	-8	3	-1	3	9	-10	-2
CCN(CC(=O)Nc1cccc(S(=O)(=O)N2CCOCC2)c1)Cc1ccccc1	8	1	6	0	2	4	-3	-3	-10	-2
CCn1c(SCC(=O)c2cccs2)nnc1-c1cccs1	0	-2	-4	3	0	4	-6	0	-4	-3
CCCCC/C=N\NC(=O)Cc1ccc([N+](=O)[O-])cc1	3	-2	4	0	0	9	-1	0	0	5
CCOC(=O)c1ccc(N2C(=O)CC(Sc3nnc(C)s3)C2=O)cc1 (stereo not given)	5	-1	3	-5	4	1	-2	72*	-3	10
CCc1ccccc1NC(=O)c1cc(S(=O)(=O)N2CCCC2)c[nH]1	-4	2	-4	2	9	8	-2	-2	1	5
COc1ccccc1CCC(=O)N1CCC(n2nccc2NC(=O)C2CCOC2)CC1 (stereo not given)	7	0	6	0	3	4	3	0	-4	-3
CCOC(=O)c1c(NC(=S)Nc2ccc(OC)cc2)sc2c1CCC2	3	12	-5	7	1	-1	-3	-3	-2	7
Cc1ccc(-c2cc(-c3c(C)nn(C)c(=O)c3N)[nH]n2)cc1	2	4	-3	2	6	-8	-1	7	-4	-5
CCOC(=O)c1csc(NC(=O)CCS(=O)(=O)c2ccc(Cl)cc2)n1	1	-3	-3	2	0	4	-3	-1	0	-1
C=CCN(Cc1ccc(OC)cc1OC)C(C#CCCCC)c1ccccc1 (stereo not given)	-4	-2	-7	-3	-2	.	2	-2	.	.
CCn1c(SCC(=O)NC(=O)c2ccccc2OC)nc2ccccc21	-3	0	-2	2	0	-4	4	1	3	-2
Nc1nc(SCc2ccccc2)c2ncn(C3CCCCC3)c2n1	6	-1	13	-1	6	2	0	-2	-12	1
O=C(c1ccc(-n2ccnc2)cc1)N1CCCC(CO)(Cc2cccc(Cl)c2)C1 (stereo not given)	-3	3	-2	2	-1	6	2	4	1	-7
CC(C)c1ccc(NC(=S)NNc2ccc(Cl)c(C(=O)O)c2)cc1	-3	4	-3	37*	3	-3	4	19	1	27

Random excerpt: 3 compounds from above.
SMILES	SIAE inh	UHRF1 binding	NPR2 activator	ABHD4 inh	NPR1 activator	TCR CD3 inh	MBD2 DNA inh	PRMT1 inh	HTRA1 inhibitor	rCAG RNA binder
CCn1c(SCC(=O)c2cccs2)nnc1-c1cccs1	0	-2	-4	3	0	4	-6	0	-4	-3
Cc1nc2ccc(NC(=O)c3ccc4ccccc4n3)cc2s1	-12	1	-2	0	1	7	-3	-2	-6	1
C=CCN(Cc1ccc(OC)cc1OC)C(C#CCCCC)c1ccccc1 (stereo not given)	-4	-2	-7	-3	-2	.	2	-2	.	.

Already shown: an excerpt of the list.
SMILES	SIAE inh	UHRF1 binding	NPR2 activator	ABHD4 inh	NPR1 activator	TCR CD3 inh	MBD2 DNA inh	PRMT1 inh	HTRA1 inhibitor	rCAG RNA binder
O=C1CC(C(=O)Nc2cccc(F)c2)n2ncnc2N1 (stereo not given)	-1	-4	-2	-3	5	-2	-4	-4	1	4
Cc1nc2ccc(NC(=O)c3ccc4ccccc4n3)cc2s1	-12	1	-2	0	1	7	-3	-2	-6	1
COc1ccccc1N1CCN(C(=O)CCNS(=O)(=O)c2ccc(Br)s2)CC1	0	3	-5	-6	-3	3	-6	0	7	-4

More entries follow:
SMILES	SIAE inh	UHRF1 binding	NPR2 activator	ABHD4 inh	NPR1 activator	TCR CD3 inh	MBD2 DNA inh	PRMT1 inh	HTRA1 inhibitor	rCAG RNA binder
O=c1cc(COc2ccccc2[N+](=O)[O-])nc2sccn12	9	1	-8	-7	-6	-2	-5	-1	.	4
Fc1ccc(-c2nnc(SCc3cccnc3)o2)cc1	-3	-3	3	3	5	2	-1	-4	.	0
CCOC(=O)C1CCCN(C(=O)c2ccc(-c3ccccc3Cl)o2)C1 (stereo not given)	7	-2	2	-6	0	15	-7	-1	-10	-10
CC(=C/c1ccccc1)/C=N/NC(=O)c1ccc2nc[nH]c2c1	-5	3	-5	1	3	1	-2	-2	0	1
Cc1cc(C)n2c3c(c(C#N)c2n1)CC(C)(C)OC3	0	4	8	-9	10	-6	-2	1	6	-7
C=C(C)CNC(=O)CCc1nnc(Cc2cccc(C(F)(F)F)c2)o1	0	1	3	0	1	4	2	-1	-5	-6
O=C(c1ccc2c(c1)OCO2)C1CCCN(Cc2cc(F)ccc2-n2cccn2)C1 (stereo not given)	-2	0	6	9	-3	-2	9	2	4	-6
O=C(c1cc(COc2cccc(C(F)(F)F)c2)on1)N1C[C@@H]2CCC[C@H]1C2	2	-2	-1	3	-3	-9	1	0	-19	-9

Sorted by length of the SMILES (high to low): part of the list above
SMILES	SIAE inh	UHRF1 binding	NPR2 activator	ABHD4 inh	NPR1 activator	TCR CD3 inh	MBD2 DNA inh	PRMT1 inh	HTRA1 inhibitor	rCAG RNA binder
O=C(c1cc(COc2cccc(C(F)(F)F)c2)on1)N1C[C@@H]2CCC[C@H]1C2	2	-2	-1	3	-3	-9	1	0	-19	-9
O=C(c1ccc2c(c1)OCO2)C1CCCN(Cc2cc(F)ccc2-n2cccn2)C1 (stereo not given)	-2	0	6	9	-3	-2	9	2	4	-6
C=C(C)CNC(=O)CCc1nnc(Cc2cccc(C(F)(F)F)c2)o1	0	1	3	0	1	4	2	-1	-5	-6
CC(=C/c1ccccc1)/C=N/NC(=O)c1ccc2nc[nH]c2c1	-5	3	-5	1	3	1	-2	-2	0	1
O=c1cc(COc2ccccc2[N+](=O)[O-])nc2sccn12	9	1	-8	-7	-6	-2	-5	-1	.	4

Bioassay records from PubChem BioAssay.

A portion of the library (hit frequency here may not be typical).
